Screening results (PubChem)
SENP6 inh – SENP6 protease inhibition; Q9GZR1; Recombinant SENP6 catalytic domain, aminoluciferin luminescence; inhibition, % at 10 µM; actives 1.8% (n = 330,000); AID 2599;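 active = inhibition above about 50% at the single tested dose, limit read from the data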;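 also: plate controls were DMSO wells with enzyme for no effect and DMSO wells lacking enzyme for full effect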
HKDC1 inh – blocks human hexokinase HKDC1 activity; inhibition, % at 20 µM; recombinant HKDC1, G6PDH/diaphorase resazurin coupled fluorescence; actives 0.16% (n = 340,000); Q2TB90;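 active = inhibition above about 35% when tested at 20 µM, limit read from the data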;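 also: plate controls were DMSO wells with enzyme for no effect and DMSO wells lacking enzyme for full effect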
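Test system: HK5 enzyme. Quantity: 5 µg/mL HK5 final. Reagent: glucose and ATP substrates. Schedule: 90 min reaction incubation at room temperature, dark. Technique: resazurin-to-resorufin fluorescence via G6PDH and diaphorase coupling, 525/613 nm. Control set: DMSO wells with and without enzyme mix.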
SENP8 block-1 – blocks human SENP8 cleavage of Nedd8 substrate; recombinant SENP8, Nedd8 substrate fluorescence; actives 0.64% (n = 360,000); AID 602440; Q96LD8; inhibition, % at 20 µM; in the data active = inhibition mostly above about 40%, no sharp cut-off; inactive = mostly below about 27%
PfG6PD inh – PfG6PD (Plasmodium falciparum) enzyme inhibition. PfGluPho enzyme, NADPH resazurin-diaphorase fluorescence. actives 0.78% (n = 350,000). inhibition, % at 20 µM;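 active = inhibition reaching at least a set limit at 20 µM in the primary screen, cut at about 59% in these data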;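 also: 0% = DMSO wells with substrate and 100% = DMSO wells lacking glucose-6-phosphate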
SENP7 inh – blocks the human protease SENP7 | Q9BQF6 | recombinant SENP7, Z-RLRGG-aminoluciferin luminescence, 40 min | inhibition, % at 5 µM | actives 1.5% (n = 330,000);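 active = inhibition above about 50% at the single test dose, limit read from the data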;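 also: plate controls were DMSO with enzyme for no effect and no enzyme buffer wells for full effect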
Apaf1 inhib – blocks human Apaf-1 apoptosome activity; O14727; actives 0.71% (n = 330,000); inhibition, % at 20 µM; reconstituted apoptosome caspase-3 activity, DEVD-Rh110 fluorescence; active = inhibition of at least 40% at 20 µM;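 also: plate controls were DMSO wells for no effect and DEVD-CHO caspase inhibitor wells for full effect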
Target sequence (O14727 whole entry, looked up): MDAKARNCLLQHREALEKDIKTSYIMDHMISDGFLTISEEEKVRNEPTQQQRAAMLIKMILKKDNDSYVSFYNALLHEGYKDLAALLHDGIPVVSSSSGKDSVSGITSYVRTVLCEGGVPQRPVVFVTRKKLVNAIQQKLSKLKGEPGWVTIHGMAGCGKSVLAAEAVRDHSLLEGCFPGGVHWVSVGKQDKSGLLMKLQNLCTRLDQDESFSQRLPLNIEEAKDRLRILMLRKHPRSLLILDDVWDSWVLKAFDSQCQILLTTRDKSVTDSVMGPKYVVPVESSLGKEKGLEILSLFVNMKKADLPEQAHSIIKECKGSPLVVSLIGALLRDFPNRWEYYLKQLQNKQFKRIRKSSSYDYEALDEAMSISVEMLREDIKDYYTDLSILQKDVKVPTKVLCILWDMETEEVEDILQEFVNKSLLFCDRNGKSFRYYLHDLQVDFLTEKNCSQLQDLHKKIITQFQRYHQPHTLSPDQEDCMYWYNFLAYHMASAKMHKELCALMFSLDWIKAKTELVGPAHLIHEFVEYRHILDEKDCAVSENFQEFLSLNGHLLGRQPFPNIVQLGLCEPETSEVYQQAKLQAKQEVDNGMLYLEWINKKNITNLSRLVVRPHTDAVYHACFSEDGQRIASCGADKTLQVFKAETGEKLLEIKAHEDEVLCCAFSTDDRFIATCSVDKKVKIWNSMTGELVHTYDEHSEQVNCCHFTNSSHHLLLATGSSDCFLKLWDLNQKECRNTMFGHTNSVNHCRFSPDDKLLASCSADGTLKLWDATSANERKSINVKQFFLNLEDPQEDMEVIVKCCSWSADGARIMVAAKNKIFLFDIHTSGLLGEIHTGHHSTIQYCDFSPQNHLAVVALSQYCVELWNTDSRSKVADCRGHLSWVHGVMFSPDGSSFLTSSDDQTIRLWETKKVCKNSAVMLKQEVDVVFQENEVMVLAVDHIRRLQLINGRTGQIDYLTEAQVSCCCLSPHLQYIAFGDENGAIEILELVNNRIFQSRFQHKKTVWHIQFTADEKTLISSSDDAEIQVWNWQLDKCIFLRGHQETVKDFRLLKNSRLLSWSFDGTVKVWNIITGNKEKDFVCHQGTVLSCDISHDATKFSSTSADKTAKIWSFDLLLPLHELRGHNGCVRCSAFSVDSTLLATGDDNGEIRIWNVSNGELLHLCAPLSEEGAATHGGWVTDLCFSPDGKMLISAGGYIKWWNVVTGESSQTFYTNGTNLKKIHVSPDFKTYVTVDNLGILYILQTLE
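Assay system – apoptosome proteins · Medium – Hepes buffer, pH 7.5 · Also added – cytochrome c with DEVD-Rh110 · Timing – 30 min compound preincubation, 50 min activation, room temperature · Detection – Rh110 fluorescence, excitation 480 nm, emission 540 nm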
SENP8 block-2 – inhibitors of human SENP8 protease. purified SENP8, Z-RLRGG-aminoluciferin cleavage, luminescence. inhibition, % at 10 µM. actives 1.2% (n = 330,000). AID 2540; in the data active = inhibition above about 50%
SENP1 inh – blocks the human SENP1 SUMO protease catalytic domain; Q9P0U3; recombinant SENP1 catalytic domain, CyPet-SUMO1-YPet FRET cleavage; inhibition, % at 10 µM; actives 0.21% (n = 360,000);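 active = inhibition at least 30% at 10 µM, raw YFP signal under a set limit, fluorescence ratio 0.5 to 1.5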;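 also: 0% = enzyme with DMSO and 100% = no enzyme wells; some results filed as inactive read as strong as hits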
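Test system: human SENP1 catalytic domain; medium: Tris pH 8 buffer plus EDTA, NaCl, BME, BSA, NP40, catalase; incubation: 50 min reaction at room temperature; technique: FRET, CFP and YFP emission; controls: no-enzyme low control and enzyme-plus-DMSO high control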
* = called active by the depositor; / = not tested or not shown.

SMILES	SENP6 inh	HKDC1 inh	SENP8 block-1	PfG6PD inh	SENP7 inh	Apaf1 inhib	SENP8 block-2	SENP1 inh
Cc1nnsc1Sc1cccc(C(F)(F)F)c1	-11	13	30	3	-3	-4	2	2
CCCC(=O)Nc1ccc(NC(=O)c2cccs2)cn1	-12	-4	23	-10	-7	16	-4	0
CC(=O)N1CC[n+]2c(-c3ccc(Cl)cc3Cl)csc21	-5	-1	-1	59*	-1	-8	9	0
O=S(=O)(c1ccc2oc3ccccc3c2c1)N1CCOCC1	-16	-7	1	-6	-1	5	-9	2
C=CCNC(=O)c1cc(Cl)cc(Cl)c1	-18	-12	8	14	-2	-2	-4	-2
Nc1nc(NC2CCCCC2)nc(NCCO)c1[N+](=O)[O-]	-1	2	25	-15	12	10	6	0
CC(=O)c1cccc(NC(=O)CSc2n[nH]c(=O)n2C2CC2)c1	-20	-4	10	12	10	-6	-2	1
Cc1ccc(NC(=O)CSc2nccn2C)cc1S(=O)(=O)N1CCOCC1	-2	-10	2	-1	-1	-4	3	2
COc1ccc(N(C)C(=O)c2ccc(NC(=O)CCS(=O)(=O)c3cccs3)cc2)cc1	5	-1	-1	12	-5	-1	1	2
Cc1ccc(NC(=O)CN2C(=O)NC(C)(CCc3ccccc3)C2=O)cc1 (stereo not drawn)	-10	-6	14	-10	-5	4	-6	-1
[N-]=[N+]=NCCN1CCN(CCc2ccccc2)CCC1=O	3	-3	-39	13	-2	3	-1	-20
CCCOc1ccc(C2=CC(=O)C[C@H](c3ccc(OC)cc3)C2)cc1	0	1	20	2	7	18	-9	-1
Cc1cc(C)n(Cc2ccc(C(=O)NCCC3=CCCCC3)o2)n1	-2	-1	1	-11	-10	13	-4	-4
COc1ccc(N2CCN(S(=O)(=O)CCNC(=O)COc3ccccc3)CC2)cc1	-19	-1	-10	3	-10	11	-19	3
CC1(C)C(=O)OC(c2c(F)c(F)c(F)c(F)c2F)C2(CCCCC2)C1=O (stereo not drawn)	-9	2	32	-3	-10	20	-14	-1
COc1cccc(CNC(=O)CCC2CCCN(Cc3cc4ccccc4o3)C2)c1 (stereo not drawn)	-5	13	7	-6	4	5	-3	-4
COc1ccc(C(=O)N2CC(=O)Nc3ccc(F)cc3C2c2ccccc2)cc1 (stereo not drawn)	/	3	20	-22	/	/	/	2
CC(=O)N1CCc2cc(S(=O)(=O)NC(CC(C)C)C(=O)Nc3cc(C)ccn3)ccc21 (stereo not drawn)	-12	0	13	-3	-5	5	-1	-1
CCn1nccc1C(=O)Nc1nccs1	-19	-2	10	3	5	-8	-4	-6
Cc1ccc(C(=O)N/C(=C\c2cccc([N+](=O)[O-])c2)C(=O)NCc2ccncc2)cc1	7	-2	15	-5	7	-4	0	-1
O=C(N/N=C/c1ccccc1)c1ccc(-c2ccccc2)cc1	-22	-4	12	-5	13	-4	-9	2
COCCNC(=S)Nc1ccccc1Cc1ccccc1	4	-8	5	2	-1	-1	-4	5
CCN1C(=O)CC(c2ccccc2)N(C2CCCC2)c2nc(Nc3ccc(C(=O)NC4CCN(C)CC4)cc3OC)ncc21 (stereo not drawn)	6	3	-459	17	2	70*	6	2
COc1ccc(Nc2nc(=O)[nH]nc2C)cc1	-53	-3	6	-4	-8	7	-8	2
CCCCn1c(N)c(N(CCC(C)C)C(=O)c2ccc3ccccc3c2)c(=O)[nH]c1=O	5	-6	-17	-10	1	-10	5	-4
CCOC(=O)c1nn(-c2ccc(C)c(C)c2)c(=O)c(C#N)c1C	-29	1	-170	-1	-10	1	-5	5
CC(C)C[C@]1(c2ccccc2)ON(c2ccccc2C(F)(F)F)C1=O	6	1	16	-8	9	10	-5	0
CC1CCN(C(=O)c2[nH]cnc2C(=O)N2CCN(c3ccccc3)CC2)CC1	20	-5	6	13	11	-6	3	-1
COc1ccc(Br)cc1CN(C)C(=O)c1ccc2c(c1)NC(=O)C(C)S2 (stereo not drawn)	-8	-6	7	30	-4	24	5	0
O=C(O)c1cc(-c2ccccc2)n(-c2ccc(Cl)cc2Cl)n1	-11	-1	5	-6	-3	7	-14	0
COc1ccc(/C=C/C(=O)NCc2ccc(F)cc2)cc1S(=O)(=O)N1CCOCC1	-15	0	10	9	9	-19	-1	0
Cc1ccc(NC(=O)CSc2nnc(-c3cnccn3)n2C)cc1C	12	-7	0	19	-5	2	10	-2
CCN(CC)C(=N)/C(C#N)=N/Nc1ccc(C)cc1	-13	-3	13	6	-2	-10	9	0
CCc1nc2ccc(C(=O)N3CCN(c4cccc(C(F)(F)F)c4)CC3)cc2nc1CC	11	4	16	8	0	26	2	4
COCCNc1nc(N)c([N+](=O)[O-])c(Nc2ccc(F)cc2)n1	-2	-4	18	6	6	2	4	2
Cc1nc(NC(C)C)c2oc3ccccc3c2n1	-1	-4	-4	4	5	0	4	1
Cn1c(=O)[nH]c(=O)c2c1nc(N1CCCCC1)n2CCCSc1nc2ccccc2s1	-12	1	9	3	-2	21	0	-2
CN(C)c1ccc(C(C(=O)NC2CCCC2)N(C(=O)c2csnn2)C2CC2)cc1 (stereo not drawn)	10	-2	11	-6	3	0	-3	6
O=S(=O)(c1cccc(Cl)c1)N1CCCC1	-7	9	21	3	-3	3	-9	4
CC(/C=C1\NC(=S)NC1=O)=C\c1ccccc1	-21	4	20	-20	-6	19	-12	-30
CC1=NN(c2nc(-c3ccc(C)cc3)cs2)C(=O)C1N=Nc1ccc(C(N)=O)cc1 (stereo not drawn)	/	6	25	3	/	/	/	1
CCn1c(SCCN2CCCCC2)nc2c1c(=O)n(C)c(=O)n2C	/	1	11	20	/	/	/	2
CC(C)NC(=O)CSCc1c(F)cccc1Cl	9	13	15	-3	-5	-10	7	0
Cc1ccc(CN(Cc2ccc(C)o2)C(=S)NCC(=O)O)cc1	2	-9	17	-20	3	1	-3	-1
Cc1ccc(C)c(N2CCN(S(=O)(=O)c3ccc4[nH]c(=O)ccc4c3)CC2)c1	11	5	4	-27	-2	18	-7	0
CSc1ccc(S(=O)(=O)NCC(=O)OCC(=O)NCc2ccco2)cc1[N+](=O)[O-]	-4	-3	10	0	-3	8	-4	0
NC(=O)COC(=O)C(Cc1ccccc1)NS(=O)(=O)c1ccccc1F (stereo not drawn)	-8	-3	0	8	-5	4	-7	1
COc1ccc(C(=O)Nc2ccc3nc(N4CCCCC4)cc(C)c3c2)c(OC)c1	-18	/	/	/	-4	19	-13	/
CCC1([N+](=O)[O-])COC(c2ccc(C(C)C)cc2)OC1 (stereo not drawn)	/	-2	17	19	/	/	/	3
N#C/C(=C\c1cccnc1)c1nc2ccccc2[nH]1	-9	4	-417	0	-8	-16	-8	-29
CC(=O)OCC(=O)[C@@]1(O)CC[C@H]2[C@@H]3C[C@H](C)C4=CC(=O)C=C[C@]4(C)[C@H]3[C@@H](O)C[C@@]21C	-8	-9	2	0	-8	-2	-11	1
Cc1ccc(/C=C/S(=O)(=O)NCc2ccc(F)cc2)cc1	2	-6	17	4	1	5	4	2
CC1CC(C)CN(S(=O)(=O)c2ccc(Oc3ccc([N+](=O)[O-])cc3)cc2)C1 (stereo not drawn)	-19	-1	10	4	-3	17	-16	1
O=C(OC1CCCCC1=O)c1cccc(S(=O)(=O)NCc2ccccc2)c1 (stereo not drawn)	3	0	21	-4	6	0	4	-1
COc1ccc2c(c1)C1OCCC1C(c1ccco1)N2 (stereo not drawn)	-3	11	-460	12	42	-12	56*	-8
CC(C)COc1nc2ccccc2nc1N1CCN(C)CC1	-3	-6	-44	-7	2	5	-12	2
CCC(C)NC(=O)C1CCCN1S(=O)(=O)c1ccc(Cl)cc1 (stereo not drawn)	-7	-6	4	-2	6	-36	1	0
COc1cc(CN2CCN(Cc3ccc(C)cc3)C(CCO)C2)cc(OC)c1O (stereo not drawn)	10	12	9	38	0	-7	6	-4
COc1cc2[nH]c(=S)nc(NCCC(C)C)c2cc1OC	5	-1	-18	25	0	-9	-3	0
COC(=O)C1C2C=CC3(CN(c4ccc(Cl)c(F)c4)C(=O)C13)O2 (stereo not drawn)	-4	-4	4	-5	0	5	-1	-1

By substructure: those above containing a CF3 group (3)
SMILES	SENP6 inh	HKDC1 inh	SENP8 block-1	PfG6PD inh	SENP7 inh	Apaf1 inhib	SENP8 block-2	SENP1 inh
Cc1nnsc1Sc1cccc(C(F)(F)F)c1	-11	13	30	3	-3	-4	2	2
CC(C)C[C@]1(c2ccccc2)ON(c2ccccc2C(F)(F)F)C1=O	6	1	16	-8	9	10	-5	0
CCc1nc2ccc(C(=O)N3CCN(c4cccc(C(F)(F)F)c4)CC3)cc2nc1CC	11	4	16	8	0	26	2	4

More structures.
SMILES	SENP6 inh	HKDC1 inh	SENP8 block-1	PfG6PD inh	SENP7 inh	Apaf1 inhib	SENP8 block-2	SENP1 inh
COc1ccc(NC(=O)CC2Oc3ccccc3NC2=O)c(OC)c1 (stereo not drawn)	-8	-4	14	-3	-3	-4	-4	-1
CN(C)C(=O)COC(=O)c1ccccc1OCC(=O)Nc1ccc(SC(F)F)cc1	3	-8	-3	17	0	-3	1	2
CCC(=O)NC1(C(F)(F)F)C(=O)NC(C)=C1C#N (stereo not drawn)	0	-3	11	-11	1	0	-3	1
CCOc1ccccc1NC(=O)c1nnn(CC(=O)Nc2ccc3c(c2)OCO3)c1N	5	-5	10	-9	10	11	5	-3

Entries of single compounds as entered above:
COc1ccc(NC(=O)CC2Oc3ccccc3NC2=O)c(OC)c1 (stereo not drawn) is listed with SENP6 inh = -8; HKDC1 inh = -4; SENP8 block-1 = 14; PfG6PD inh = -3; SENP7 inh = -3; Apaf1 inhib = -4; SENP8 block-2 = -4; SENP1 inh = -1
CCC(=O)NC1(C(F)(F)F)C(=O)NC(C)=C1C#N (stereo not drawn) is listed with SENP6 inh = 0; HKDC1 inh = -3; SENP8 block-1 = 11; PfG6PD inh = -11; SENP7 inh = 1; Apaf1 inhib = 0; SENP8 block-2 = -3; SENP1 inh = 1

Two records picked at random from the list so far:
SMILES	SENP6 inh	HKDC1 inh	SENP8 block-1	PfG6PD inh	SENP7 inh	Apaf1 inhib	SENP8 block-2	SENP1 inh
CCC(=O)NC1(C(F)(F)F)C(=O)NC(C)=C1C#N (stereo not drawn)	0	-3	11	-11	1	0	-3	1
CCOc1ccccc1NC(=O)c1nnn(CC(=O)Nc2ccc3c(c2)OCO3)c1N	5	-5	10	-9	10	11	5	-3

Four compounds from above, ordered by the value under HKDC1 inh, lowest first.
| SMILES | SENP6 inh | HKDC1 inh | PfG6PD inh | SENP7 inh | SENP8 block-2 | SENP1 inh |
| --- | --- | --- | --- | --- | --- | --- |
| COc1ccc(Br)cc1CN(C)C(=O)c1ccc2c(c1)NC(=O)C(C)S2 (stereo not drawn) | -8 | -6 | 30 | -4 | 5 | 0 |
| COc1ccc(N2CCN(S(=O)(=O)CCNC(=O)COc3ccccc3)CC2)cc1 | -19 | -1 | 3 | -10 | -19 | 3 |
| COc1ccc(/C=C/C(=O)NCc2ccc(F)cc2)cc1S(=O)(=O)N1CCOCC1 | -15 | 0 | 9 | 9 | -1 | 0 |
| CC(C)NC(=O)CSCc1c(F)cccc1Cl | 9 | 13 | -3 | -5 | 7 | 0 |
